Source: PubChem BioAssay (National Center for Advancing Translational Sciences (NCATS))
AmpC detergent: AmpC beta-lactamase inhibition with detergent present; AmpC hydrolysis of nitrocefin, absorbance 480 nm, 0.01% Triton; Potency, µM (series often up to 114 µM), inactives show top-dose activity change, negative = inhibition, actives largely listed as inhibitors; P00811; 370,000 compounds, 0.041% hits;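 also: potency is read from the fitted curve at half-maximal effect; 0% = no-compound wells and -100% = no-enzyme wells; nearly all actives have a fitted effect of over 25% in size; some results filed as inactive show a strong effect at the top dose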
Target sequence (P00811 whole entry, looked up): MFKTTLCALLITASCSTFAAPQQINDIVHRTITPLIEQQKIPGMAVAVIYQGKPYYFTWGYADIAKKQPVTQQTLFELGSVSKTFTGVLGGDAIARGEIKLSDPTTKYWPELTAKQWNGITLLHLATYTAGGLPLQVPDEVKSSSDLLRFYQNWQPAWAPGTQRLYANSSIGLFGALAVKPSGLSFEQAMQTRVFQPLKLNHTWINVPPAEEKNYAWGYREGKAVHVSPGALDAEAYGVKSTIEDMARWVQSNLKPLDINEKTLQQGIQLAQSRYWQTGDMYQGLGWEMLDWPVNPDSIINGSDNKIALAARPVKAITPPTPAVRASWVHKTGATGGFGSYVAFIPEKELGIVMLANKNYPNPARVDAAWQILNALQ
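20 mM phosphate pH 7.0 + 0.01% (detergent screen) or 0.0001% Triton X-100; 5.3 nM AmpC reagent; cpd preinc 15 min RT; nitrocefin (800 uM stock) to start; A480 q20 s × 4 min; Activity was normalised to no-enzyme and no-compound control wells.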
LmPK inh: inhibitors of Leishmania mexicana pyruvate kinase | AID 1721 | purified LmPK, Kinase-Glo ATP luminescence, 1 h | Q27686 | Potency, µM (top dose mostly 57.5 µM), for inactives: top-dose activity change, negative = inhibition, hits mostly inhibitors | 290,000 compounds, 0.37% hits; also: potency is read from the fitted curve at half-maximal effect
Target sequence (Q27686 whole entry, looked up): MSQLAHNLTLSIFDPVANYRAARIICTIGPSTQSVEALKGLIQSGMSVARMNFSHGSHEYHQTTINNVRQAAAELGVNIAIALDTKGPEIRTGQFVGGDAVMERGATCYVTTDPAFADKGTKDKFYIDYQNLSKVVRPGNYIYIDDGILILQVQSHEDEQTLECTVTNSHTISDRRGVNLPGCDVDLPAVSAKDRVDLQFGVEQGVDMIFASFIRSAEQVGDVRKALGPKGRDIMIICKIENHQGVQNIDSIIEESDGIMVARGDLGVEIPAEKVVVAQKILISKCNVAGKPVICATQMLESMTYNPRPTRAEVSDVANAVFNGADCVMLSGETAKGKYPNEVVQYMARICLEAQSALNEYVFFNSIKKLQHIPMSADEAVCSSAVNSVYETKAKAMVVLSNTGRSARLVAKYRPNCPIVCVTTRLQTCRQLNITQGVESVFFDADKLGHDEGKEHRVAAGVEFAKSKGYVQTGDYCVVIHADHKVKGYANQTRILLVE
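0.1 nM LmPK, 0.5 mM PEP, 0.1 mM ADP; 50 mM imidazole pH 7.2, 7 mM MgCl2, 50 mM KCl; 1 h RT. Kinase-Glo luminescence readout, normalized to no-enzyme (full inhibition) and uninhibited wells.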
Tb PYK inh: blocks Trypanosoma brucei pyruvate kinase; AID 624173; Potency, µM (series often up to 76.8 µM), for the others: at the top dose activity, negative = inhibition, hits mostly inhibitors; Q57TT1; TbPYK enzyme, Kinase-Glo Plus ATP luminescence, 45 min; 410,000 compounds, 0.12% hits; also: potency is read from the fitted curve at half-maximal effect; nearly all actives have a fitted effect of over 50% in size
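Glycolytic pyruvate kinase of T. brucei was incubated with substrate, test compound and 130 uM ADP for 45 minutes at room temperature. Luminescent Kinase-Glo Plus signal was measured after 10 minutes.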
HCV inh: HCV inhibition. Huh7.5.1 HCVcc-Cre infection, luciferase reporter, 44 h. Potency, µM (series often up to 41.8 µM), without a hit: top-dose activity change, negative = inhibition, actives largely listed as inhibitors. 340,000 compounds, 3.4% hits; also: potency is read from the fitted curve at half-maximal effect
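Reporter virus HCVcc-Cre (~0.5 moi) infects cells exposed to compound; seeding density 1,000 cells/well with 4 h settling beforehand. Luminescence, 15 sec read, taken 44 h post-infection following a 15 min RT substrate incubation.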
AMA1 RON2 block: disrupts binding of P. falciparum AMA1 to RON2; AlphaScreen AMA1-biotinylated RON2 peptide binding; Potency, µM (titrated, usually from 58.2 µM), for inactives: top-dose activity change, negative = inhibition, hits mostly inhibitors; 360,000 compounds, 0.2% hits; AID 720542;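 also: potency is read from the fitted curve at half-maximal effect; 0% = vehicle wells and -100% = peptide control; nearly all actives have a fitted effect of over 45% in size; some results filed as inactive show a strong effect at the top dose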
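AMA1 (3D7) with his tag at 25 nM final met compounds first, then biotinylated RON2 peptide at 25 nM; detection used donor plus acceptor beads, 10 µg/mL apiece, read by AlphaScreen after 30 min at room temperature.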
HCMV antiviral: inhibitors of human cytomegalovirus. HFF cells, HCMV-luciferase reporter, 72 h; active compounds read low. activity change, negative = inhibition, % at 57.5 µM. 410,000 compounds, 4.5% hits. AID 1259415; in the data active = activity change below about -60%; inconclusive = no clear call, values can overlap the other calls; inactive = above about -39%
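Compounds were evaluated in HFFs infected with an HCMV luciferase reporter virus (MOI 1 PFU/cell). Luciferase in lysates collected 72 h post infection served as the replication measure.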
AmpC inh no detg: blocks E. coli AmpC beta-lactamase in detergent-free assay. P00811. AmpC nitrocefin hydrolysis, absorbance 480 nm, 0.0001% Triton. Potency, µM (top dose mostly 57.1 µM), without a hit: at the top dose activity change, negative = inhibition, most hits filed as inhibitors. 330,000 compounds, 0.52% hits. AID 485341;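 also: potency is read from the fitted curve at half-maximal effect; plate controls were no compound for no effect and no enzyme for full effect; nearly all actives have a fitted effect of over 20% in size; some results filed as inactive show a strong effect at the top dose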
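AmpC (5.3 nM in the dispensed reagent) in 20 mM phosphate pH 7.0 with 0.01% (detergent screen) or 0.0001% Triton X-100 was preincubated with compounds for 15 min at room temperature. Nitrocefin was then added from an 800 uM solution, and hydrolysis was followed at 480 nm.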
* = called active by the depositor; ? = inconclusive; · = no result given; [ ] = another dose, or the depositor's remark. Unless noted, calls follow the shape of the dose curve; as a rule, active = well fitted curve in the direction sought with a large enough effect; inconclusive = small, poorly fitted or top-dose-only effect, or another doubt; inactive = no such curve, though single readings can be large; an effect the other way counts as inactive or inconclusive. Unless noted, % is scaled to controls: 0 for no effect and ±100 for the full control effect.

SMILES	AmpC detergent	LmPK inh	Tb PYK inh	HCV inh	AMA1 RON2 block	HCMV antiviral	AmpC inh no detg
CCOC(=O)C1CCN(C(=S)Nc2ccc(Cl)cc2C)CC1	?	-2.7%	-0.8%	-3.1%	?	-25.0	-1.4%
Cc1nn2c(CN(C(=O)c3ccco3)c3ccccc3)nnc2c2ccccc12	·	·	1.9%	-0.6%	-13.7%	-34.4	·
O=C(Nc1cccc(S(=O)(=O)NCc2ccco2)c1)c1cc(-c2ccccc2)nc2ccccc12	-10.4%	0.4%	1.1%	?	15.9%	46.8	-33.7%
CCc1ccc(C2=C/C(=C/c3cccnc3)C(=O)O2)cc1	-13.1%	-4.4%	-4.5%	29.6%	23.7%	7.9	-0.4%
Cc1ccc(Cn2c(C(C)NC(=O)c3ccccc3)nc3ccccc32)cc1 (stereo not drawn)	13.2%	·	0.1%	·	·	?	·
Cc1cc(C)c2c(=O)[nH]c(SCC(=O)Nc3ccc(N(C)C)cc3)nc2n1	-0.5%	-0.3%	-8.1%	20.6%	-9.3%	27.2	-16.9%
O=C(NCc1ccccn1)[C@@H]1CCCN1C(=O)[C@@H]1CCCN1C(=O)c1cccc2ccccc12	·	·	5.9%	·	8.7%	15.8	·
N=C(N)n1ncc2c1CCCC2=O	·	·	2.0%	·	21.6%	47.3	·
CC1=NN(c2ccc(S(=O)(=O)O)cc2Cl)C(=O)C1	-2.6%	-3.7%	-3.6%	17.2%	-13.8%	1.3	-10.8%
C/C(=C\c1ccccc1)C(=O)c1c(C)cc(C)[nH]c1=O	6.1%	-1.3%	-0.1%	13.4%	-3.8%	-39.8	-21.9%
COc1cccc(-c2n[nH]nc2C2=CC(=O)CC(C)(C)C2)c1	·	·	-10.2%	·	5.5%	-36.7	·
COCCCNC(=O)c1nn(C)c2c1CS(=O)(=O)c1ccccc1-2	4.3%	·	2.1%	·	·	-6.9	·
Cc1ccn(CC(=O)O)c(=O)c1	?	-1.0%	5.3%	2.9%	3.3%	14.3	-4.1%
CSc1nnc2c(n1)OC(c1cn(C)c3ccccc13)N(C(C)=O)c1ccccc1-2 (stereo not drawn)	-3.1%	-3.1%	-6.4%	-6.8%	5.4%	·	-14.8%
COc1ccc(NC(=O)c2ccc(-c3c(C)noc3C)c3ccoc23)cn1	·	·	0.1%	·	-1.7%	36.1	·
Cc1cc(OCCCC(=O)NCCN2C(=O)S/C(=C\c3cccnc3)C2=O)ccc1Cl	-1.5%	2.0%	-7.9%	10µM*	16.1%	-21.9	-29.3%
Cn1c(-c2ccc(S(=O)(=O)N3CCCC3)cc2)csc1=Nc1ccc(Cl)c(Cl)c1	10.8%	·	1.8%	·	·	-61.9*	·
CCCC(=O)Nc1ccc(Cl)c(NC(=S)NC(=O)c2cc3ccccc3o2)c1	1.4%	0.8%	-0.8%	?	1.8%	38.3	-25.8%
COc1cc(CCC(=O)NNC(=O)c2ccc(C)cc2)cc(OC)c1OC	0.7%	-0.3%	1.9%	6.2%	32.4%[activator]	-17.7	-31.2%
CC(C)NC(=O)C1CCN(Cc2cccc(OCc3ccccc3)c2)CC1	·	·	-9.3%	·	0.0%	-0.1	·

The final 4 compounds of the part above lead into the next:
SMILES	AmpC detergent	LmPK inh	Tb PYK inh	HCV inh	AMA1 RON2 block	HCMV antiviral	AmpC inh no detg
Cn1c(-c2ccc(S(=O)(=O)N3CCCC3)cc2)csc1=Nc1ccc(Cl)c(Cl)c1	10.8%	·	1.8%	·	·	-61.9*	·
CCCC(=O)Nc1ccc(Cl)c(NC(=S)NC(=O)c2cc3ccccc3o2)c1	1.4%	0.8%	-0.8%	?	1.8%	38.3	-25.8%
COc1cc(CCC(=O)NNC(=O)c2ccc(C)cc2)cc(OC)c1OC	0.7%	-0.3%	1.9%	6.2%	32.4%[activator]	-17.7	-31.2%
CC(C)NC(=O)C1CCN(Cc2cccc(OCc3ccccc3)c2)CC1	·	·	-9.3%	·	0.0%	-0.1	·
Cc1ccc(-n2c(-c3cnccn3)n[nH]c2=S)cc1	6.4%	3.3%	-30.6%	-2.9%	13.4%	-2.0	-16.0%
CCCCCNC(=O)C1CCC(Cn2c(=S)[nH]c3ccccc3c2=O)CC1 (stereo not drawn)	-2.9%	-3.8%	-3.9%	-19.2%	73.5%[activator]	38.2	-14.0%
Cc1ccsc1C(=O)NCC(C)(C)N1CCOCC1	-17.0%	·	1.8%	18.0%	0.0%	-11.8	-13.2%
COc1ccc(-n2nc3c(N4CCC(C(=O)NCc5cccc(F)c5)CC4)nnc(C)c3c2C)cc1	3.2%	·	1.7%	·	·	-20.2	·
CN(N)c1nc(-c2ccccc2)cc(-c2ccccc2)n1	?	0.6%	-2.0%	?	1.9%	?	27.9%
COC(=O)c1c(C)[nH]c(C(=O)/C=C/c2ccc(Cl)cc2)c1C	-1.0%	-3.8%	1.0%	14.9%	-9.2%	-85.4*	-30.7%
Cc1ccc(CNC(=O)c2sc3nc[nH]c(=O)c3c2C)cc1	-9.0%	·	-2.7%	·	·	?	·
CCC1(C)Cc2c(sc3nc4n(c(=O)c23)CCCS4)CO1 (stereo not drawn)	·	·	-20.2%	?	-11.0%	17.8	·
CNc1nc2ccccc2n1CC(=O)c1ccccc1	-17.4%	1.3%	-1.6%	13.4%	10.8%	23.0	-32.4%
O=C(O)C1=C[C@H](C2CC2)C[C@H](OCCCCO)O1	3.5%	-1.4%	5.5%	12.7%	20.8%	6.0	-0.7%
COc1cc([N+](=O)[O-])cc(/C=N/NC(=O)C(C)Nc2ccccc2C)c1O (stereo not drawn)	?	3.8%	1.1%	-7.6%	15.6%	-38.0	-33.3%
CCOc1ccc2nc(N3C(=O)/C(=C/c4ccccc4)NC3=S)sc2c1	-17.1%	-1.9%	-4.7%	?	18.2%	66.6	-18.0%
CN1c2ccccc2N(C)C1(C)c1ccccc1	-17.1%	-27.3%	?	-4.6%	?	-92.8*	25.5%
O=C(Cc1ccc(Cl)cc1)NCCc1c[nH]c2ccccc12	·	·	3.7%	-14.4%	-10.1%	14.8	·
O=C(c1ccc(Br)cc1)c1cc2ccc(O)cc2oc1=O	1.7%	-0.9%	-11.4%	10.9%	-5.3%	?	-33.6%
COc1ccc(C2/C(=C(/O)c3ccc(C)cc3)C(=O)C(=O)N2c2ccccn2)cc1OC (stereo not drawn)	4.5%	0.5%	0.7%	14.3%	-6.6%	-15.9	-16.7%
CC(C)(C)c1ccc(C(=O)N/N=C/c2ccc(OCCCF)cc2)cc1	2.7%	-0.1%	4.8%	7.6%	0.2%	12.7	-9.0%[2.29 µM]
CCN(Cc1ccccc1)C(=O)c1ccccc1C	1.7%	-0.2%	1.3%	-21.0%	24.8%	19.9	-2.4%
C=CCNC(=O)COC(=O)c1cccnc1Nc1ccccc1F	3.3%	-12.1%	0.7%	-2.1%	-13.1%	-6.4	4.8%
COCCn1c(=NC(=O)c2ccc(S(=O)(=O)N3CCCc4ccccc43)cc2)sc2cc(S(C)(=O)=O)ccc21	-1.6%	0.7%	2.3%	-27.0%	11.9%	52.2	-50.3%

Gathered by group: those above containing a thiophene ring, fused or not
SMILES	AmpC detergent	LmPK inh	Tb PYK inh	HCV inh	AMA1 RON2 block	HCMV antiviral	AmpC inh no detg
Cc1ccsc1C(=O)NCC(C)(C)N1CCOCC1	-17.0%	·	1.8%	18.0%	0.0%	-11.8	-13.2%
Cc1ccc(CNC(=O)c2sc3nc[nH]c(=O)c3c2C)cc1	-9.0%	·	-2.7%	·	·	?	·
CCC1(C)Cc2c(sc3nc4n(c(=O)c23)CCCS4)CO1 (stereo not drawn)	·	·	-20.2%	?	-11.0%	17.8	·

(further entries)
SMILES	AmpC detergent	LmPK inh	Tb PYK inh	HCV inh	AMA1 RON2 block	HCMV antiviral	AmpC inh no detg
O=C(/N=C1\NC(=O)C(F)(C(F)(F)F)S1)NC1CCCCC1 (stereo not drawn)	0.9%	-0.8%	?	?	-4.9%	11.6	-20.0%
O=c1c2c(-c3ccccc3)csc2ncn1/N=C/c1cccc([N+](=O)[O-])c1O	0.8%	?	-1.7%	-13.6%	20µM*	-39.5	-32.3%
COC(=O)c1c(NC(=O)CSc2nnnn2-c2ccccc2)sc2c1CCC(C)C2 (stereo not drawn)	-0.4%	1.7%	0.0%	?	-9.3%	16.5	-47.7%
O=c1c2cc(NC(=S)NC3CCCC3)ccc2nc2n1CCCCC2	6.1%	3.3%	6.4%	?	-4.6%	?	-11.3%
O=c1[nH]c(O)c(C=Nc2ccccc2Sc2ccccc2)c(=O)[nH]1	-5.5%	0.7%	2.0%	15.2%	-6.8%	-25.2	-33.6%
O=C(CCc1nnc2ccc(N3CCC4(CC3)OCCO4)nn12)NCc1ccc(F)cc1	-0.4%	4.1%	6.5%	-12.9%	4.5%	-8.1	11.3%
CCCCNC(=O)N1CCN(c2ncccn2)CC1	-8.8%	-3.0%	1.9%	18.6%	-6.7%	1.3	-3.0%
CN(C)C(=O)Oc1ccc2c(c1)O/C(=C\c1ccc(Cl)cc1)C2=O	-0.8%	0.3%	-2.1%	-3.8%	-22.7%	56.5	-13.3%
Cc1cccc(NC(=O)CNC(=O)[C@H]2O[C@@H](n3cnc4c(N)ncnc43)[C@H](O)[C@@H]2O)c1C	·	·	1.9%	·	16.3%	5.8	·
O=C1CS/C(=C\S(=O)(=O)c2ccc(Cl)cc2)N1	-11.2%	-4.0%	-2.9%	-1.7%	27.7%	-2.9	-37.6%
COCc1nc2c([nH]1)c(=O)n(C)c(=O)n2CC(C)C	-1.3%	·	1.7%	-56.8%	12.8%	3.6	-6.9%
COCOc1cccc(CN2CCC2(C)C(=O)Nc2ccc(OC)c(OC)c2)c1 (stereo not drawn)	·	·	4.0%	·	27.3%	-0.6	·
O=C1c2ccccc2C(Nc2ccc(S(=O)(=O)N3CCOCC3)cc2)N1c1cccnc1 (stereo not drawn)	-13.7%	5.7%	4.1%	0.8%	-4.5%	79.9	-7.6%
Cc1cc(-c2nc3cccnc3s2)ccc1NS(=O)(=O)c1ccc2c(c1)OCCO2	?	-2.0%	4.9%	8.4%	0.0%	14.8	-14.8%
O=S(=O)(c1cccc(Cl)c1Cl)N1CCCCC1	-0.3%	6.5%	3.3%	-6.6%	4.5%	-24.2	-24.3%
